Screens (PubChem)
KCNQ2 inh – KCNQ2 potassium channel inhibitors, primary screen, cell-based, CHO-K1, FluxOR thallium flux, B-score (AID 2156); 20 min; hits give low values; B-score at 10 µM; 1.1% of 310,000 active;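 active = fluorescence ratio B-score at most minus 3 library SDs, with starting brightness B-score within 2 library SDs, cut at about -5.5 in these data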
Kir21 inh – inhibitors of mouse Kir2.1 inward-rectifier potassium channel; AID 1672; 0.85% of 310,000 active; HEK293-Kir2.1, FluxOR thallium flux fluorescence; hits give low values; B-score at 10 µM; P35561;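 active = fluorescence ratio B-score at or below minus 3 SD of library scores, with starting-brightness B-score within 2 SD, cut at about -4.2 in these data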;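 note: channel flux triggered by added potassium and thallium sulfate stimulus; B-score of peak minus minimum fluorescence over baseline after thallium stimulus; more negative B-score means stronger Kir2.1 block with less thallium influx; some compounds called inactive have numbers as strong as hits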
Target sequence (P35561 whole entry, looked up): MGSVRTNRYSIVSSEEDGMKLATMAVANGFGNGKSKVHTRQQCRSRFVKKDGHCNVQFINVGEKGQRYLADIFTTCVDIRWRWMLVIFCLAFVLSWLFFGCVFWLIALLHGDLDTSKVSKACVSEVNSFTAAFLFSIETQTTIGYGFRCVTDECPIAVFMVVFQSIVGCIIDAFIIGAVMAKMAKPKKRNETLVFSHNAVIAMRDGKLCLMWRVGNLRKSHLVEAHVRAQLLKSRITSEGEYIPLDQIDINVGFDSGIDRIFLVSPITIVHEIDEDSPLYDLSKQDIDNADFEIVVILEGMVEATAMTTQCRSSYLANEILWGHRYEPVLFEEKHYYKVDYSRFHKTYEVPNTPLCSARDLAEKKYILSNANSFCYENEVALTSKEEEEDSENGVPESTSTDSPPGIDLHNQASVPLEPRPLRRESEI
STK33 kinase inh – human STK33 kinase inhibition; Q9BYT3; purified STK33, MBP phosphorylation, ADP-Glo luminescence; inhibition, % at 10 µM; 0.073% of 320,000 active; AID 2661;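 active = inhibition at or above 25%, using the most active replicate where run in duplicate; inactive = inhibition below 25%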
Target sequence (Q9BYT3 whole entry, looked up): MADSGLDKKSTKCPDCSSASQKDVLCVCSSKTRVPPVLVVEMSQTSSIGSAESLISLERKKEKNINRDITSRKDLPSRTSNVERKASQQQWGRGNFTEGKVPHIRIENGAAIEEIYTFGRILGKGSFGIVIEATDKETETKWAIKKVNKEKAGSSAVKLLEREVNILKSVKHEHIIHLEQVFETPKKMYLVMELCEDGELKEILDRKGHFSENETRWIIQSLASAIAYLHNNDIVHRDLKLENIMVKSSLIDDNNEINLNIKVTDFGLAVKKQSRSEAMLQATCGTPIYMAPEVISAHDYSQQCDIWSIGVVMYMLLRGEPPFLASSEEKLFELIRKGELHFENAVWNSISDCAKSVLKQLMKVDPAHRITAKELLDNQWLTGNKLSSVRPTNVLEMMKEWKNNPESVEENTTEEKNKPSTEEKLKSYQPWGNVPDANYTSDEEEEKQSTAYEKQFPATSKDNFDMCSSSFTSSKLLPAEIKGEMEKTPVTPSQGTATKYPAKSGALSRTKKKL
The depositor's hits bear a star; i = inactive.

SMILES | KCNQ2 inh | Kir21 inh | STK33 kinase inh
Cc1noc(NS(=O)(=O)c2ccc(N/C=C/C(=O)c3ccc4c(c3)OCO4)cc2)c1C | i | 1.82 | 1.7
COc1ccccc1NC(=O)Cc1cccs1 | i | 0.03 | -1.1
N/C(=N\OC(=O)/C=C/c1ccccc1Cl)c1ccncc1 | i | 1.21 | 0.2
CCOC(=O)C1=NNC(C(=O)c2ccc(OC)cc2)C1c1ccccc1 (stereo not given) | i | 0.82 | -0.3
CCCN1CCN(CCCNC(=O)c2ccc3nc(N4CCCCC4)sc3c2)CC1 | i | -0.35 | 0.9
Cc1nc2ccc(NC(=O)c3cc(Cl)ccn3)cc2s1 | i | -1.46 | 0.4
CC(Sc1nnc(Cc2cccs2)n1C1CCCCC1)C(=O)NCc1ccco1 (stereo not given) | i | -0.18 | -0.9
N#C/C(=C\c1cn[nH]c1-c1ccc(Cl)cc1)C(=O)NC1CC1 | i | -0.12 | 3.5
Cc1ccc2cc(CN(CC3CCCO3)C(=O)c3cccs3)c(=O)[nH]c2c1 (stereo not given) | i | -1.98 | -0.9
O=C(O)c1ccc(/C=C2/SC(=S)N(Cc3ccccc3)C2=O)cc1 | i | 0.01 | 0.3
CCN(c1ccc(NC(=O)CSc2nnc3nc(C)cc(C)n23)cc1)C(C)C | i | 1.17 | -0.4
Nc1nc(-c2cccnc2)nn1C(=O)COc1ccccc1 | i | -0.18 | -0.3
CC(C)(C)n1nc2c(c1NC(=O)c1cccs1)CS(=O)C2 (stereo not given) | i | -0.02 | -2.4
CC1CC(C)CN(Cc2nc(N)nc(Nc3ccccc3)n2)C1 (stereo not given) | i | 0.61 | -3.8
Cc1c(C(=O)Nc2ccc(F)cc2)c2ccccn2c1CCc1ccncc1 | i | 0.27 | 0.8
COc1ccccc1N1C(=O)C(Cl)=C(N2CCCC2)C1=O | i | -0.04 | -0.3
O=C(O)c1ccccc1-n1c2ccccc2c2ccccc21 | i | 0.07 | -7.5
O=C(CNC(=O)N1CC(=O)Nc2ccccc21)NCCc1ccc(Cl)cc1 | i | -1.12 | -0.9
CCOC(=O)c1c(NC(=O)C2CCCCC2C(=O)O)sc2c1CCCCC2 (stereo not given) | i | 2.44 | -0.5
Nc1ccccc1C#CCCCCO | i | -1.45 | -0.2
CCCn1ncc(CN2CCC(Cc3cccc(F)c3)(C(=O)OCC)CC2)c1C | i | 0 | 0.4
O=C1OCCC1Sc1nc2cc(Cl)ccc2s1 (stereo not given) | i | 0.28 | 0.3
CCCCNCCCOc1cccc(Cl)c1Cl | i | 0.15 | -1.2
O=C(CSc1nnc(Cn2c(=O)sc3ccccc32)n1-c1ccccc1)NCC1CCCO1 (stereo not given) | i | 0.82 | -4.5
O=C(Cc1ccccc1)NNC(=S)NC(=O)c1cccnc1 | i | 0.2 | -0.5

The list continues:
SMILES | KCNQ2 inh | Kir21 inh | STK33 kinase inh
O=c1c2sc3ccccc3c2[nH]c(=S)n1CCN1CCOCC1 | i | -1.26 | 0.0
CCCC(=O)Nc1ccc2c(c1)nc(CCNC(=O)c1ccccc1)n2C | i | -0.06 | 0.2
COc1ccc(NC(=O)C(c2ccc(Cl)cc2)C(C)C)cn1 (stereo not given) | i | -0.9 | -2.1
Cc1ccc(CNC(=O)C2CCC(CNS(=O)(=O)c3cccs3)CC2)cc1 (stereo not given) | i | -0.77 | -0.1
O=C(CCc1ccc(Oc2cc([N+](=O)[O-])cc([N+](=O)[O-])c2)cc1)Nc1cccc(Cl)c1 | i | 0.21 | -0.9
COc1cccc2cc(-c3cc(=O)oc4ccc(OCC(C)=O)cc34)oc12 | i | 1.82 | 0.9
Cc1ccc(SCCC(=O)NCC2CCCO2)cc1 (stereo not given) | i | -0.47 | 2.5
CN1C(=O)N(C)C2C1N(CN1CCCCC1)C(=O)N2CN1CCCCC1 (stereo not given) | i | -0.25 | -1.8
CCc1c(C)n([O-])c2c([n+]1=O)CCCCC2 | i | 1.11 | 0.3
COc1ccc(-n2nc([N+](=O)[O-])c(=NCCc3ccc(Cl)cc3)n2O)cc1 | i | -0.01 | 0.0
CCOC(=O)NC(=O)CSc1nc2ccc([N+](=O)[O-])cc2[nH]1 | i | 0.49 | 0.5
CCOc1cccc(C(=O)Nc2ccc(S(=O)(=O)Nc3cc(C)on3)cc2)c1 | i | -0.48 | -2.0
CC(C)Nc1nc(-c2ccncc2)nc(-c2ccc(Cl)cc2)c1C#N | i | -0.58 | -2.4
CC1=NN(c2nc(-c3ccc(C)cc3)cs2)C(=O)C1N=Nc1ccc(C(N)=O)cc1 (stereo not given) | i | 1.52 | -0.4
Cc1noc(C)c1C(=O)N1CCN(c2ccc(OCc3ccccc3)cc2)CC1 | i | 0.26 | 0.4
CC#CC[N+](C)(C)CC(=O)c1ccccc1 | i | 0.47 | -0.1
COc1ccc(N2CCC(CNC(=O)Nc3cccc(OC)c3)C2)cc1 (stereo not given) | i | 1.66 | -0.1
O=C1CCCN1CC(=O)N1CCCC(Nc2cccc(F)c2)C1 (stereo not given) | i | -0.04 | -1.9
COC(=O)c1c(C)[nH]c(C(=O)C(C)Sc2nnc(-c3cc(OC)c(OC)c(OC)c3)o2)c1C (stereo not given) | i | 0.6 | 0.2
O=C1C(C2=NC(c3ccccn3)C3C(=O)N(c4ccccc4)C(=O)C23)=C(O)c2ccccc21 (stereo not given) | i | -0.05 | -1.3
Cc1n[nH]c(=O)nc1NCC1CCCO1 (stereo not given) | i | 0.42 | -2.1
Cc1ccc2nc(-c3ccc(N4C(=O)CC(N5CCC(C(N)=O)CC5)C4=O)cc3)sc2c1 (stereo not given) | i | -0.89 | -0.8
CCOC(=O)c1sc(=S)n(-c2cccc(OC)c2)c1N | i | 0.47 | 1.0
O=C(CNC(=O)Cn1ccc2ccccc2c1=O)NCCCN1CCN(c2cccc(Cl)c2)CC1 | i | -0.38 | 0.0
Cc1onc(-c2ccccc2)c1C(=O)N(C)CCc1ccccn1 | i | 1.18 | -1.0

The list goes on.
SMILES | KCNQ2 inh | Kir21 inh | STK33 kinase inh
COc1cccc(C2C3=C(CC(C)(C)CC3=O)Nc3n[nH]c(C)c32)c1 (stereo not given) | i | 0.16 | -1.1
C=CCn1c(SCC(=O)Nc2ccc(-c3nc4ccc(C)cc4s3)cc2)nnc1-c1ccncc1 | i | -0.53 | -0.1
Cc1cccc(NC(=S)NCCN2CCOCC2)c1 | i | -0.73 | -0.2
N#Cc1c(NC(=O)C2CC(c3ccccc3Cl)=NO2)sc2c1CCC2 (stereo not given) | i | -0.6 | 0.1
Cc1[nH]c2ccc(S(N)(=O)=O)cc2c1C | i | 2.58 | 5.9
COc1cc(C(=O)NCC(c2ccc(F)cc2)N2CCOCC2)ccc1OCc1ccccc1Cl (stereo not given) | i | -1.43 | -2.9
CCOc1ccc(C(=O)NCC(=O)OCC(=O)c2ccc3c(c2)-c2ccccc2C3)cc1 | i | 0.55 | -1.0
CC1CCc2cccc3c2N1c1cc(C#N)c(C#N)cc1O3 (stereo not given) | i | -0.81 | -0.8
Cc1nnsc1Sc1ccccc1 | i | 0.02 | -0.7
O=c1oc2ccccc2cc1-c1nc2c(s1)CCCC2 | i | -0.19 | -1.0
O=C(CN1C(=O)NC2(CCCC2)C1=O)Nc1ccc(F)c([N+](=O)[O-])c1 | i | 0.2 | 2.6
CC(=O)C1=NOC2C(=O)N(c3ccc(Cl)cc3)C(=O)C12 (stereo not given) | i | -0.44 | -1.0
CNS(=O)(=O)c1cnccc1N1CCN(c2cccc(Cl)c2)CC1 | i | 0.08 | -1.5
Cc1cccc(-n2c(-c3csc(C)c3)n[nH]c2=S)c1 | i | -0.59 | -2.8
CCC(C)(C)NC(=O)/C=C/c1cccs1 | i | -1.69 | -1.5
COc1ccc(/C=C/C(=O)O)cc1S(=O)(=O)NCc1ccco1 | i | -0.03 | -1.5
N#Cc1cc2c(nc1SCC(=O)NCc1ccc3c(c1)OCO3)CCCCC2 | i | 1.12 | -0.3
O=C(Nc1cccc(O)c1)C(Cc1ccccc1)N1C(=O)c2cccc3cccc(c23)C1=O (stereo not given) | i | 2.05 | -0.8
COCC(=O)N1CCC(Oc2ccc(C(=O)N3CCCCCC3)cc2)CC1 | i | 0.27 | -2.4
O=c1c(C(c2ccc(O)cc2)c2c(O)nc3n(c2=O)CCCS3)c(O)nc2n1CCCS2 | i | 0.05 | -2.8
O=C(O)CSc1cn(Cc2ccccc2)c2ccccc12 | i | -1.14 | -0.9
Cc1ccc(O)c(NC(=O)CCC2CCCCC2)c1 | i | -3.55 | -0.5
Cc1c(C(=O)N2CCN(Cc3ccc4c(c3)OCO4)CC2)cccc1[N+](=O)[O-] | i | 1.19 | -0.7
CCCSc1ccc(-c2nn(-c3ccccc3)cc2/C=C(/C#N)C(=O)NCCCOC)cc1 | i | 0.46 | -0.7
CC(=O)c1cccc(S(=O)(=O)N2CCCC(c3nc(-c4ccc(C)o4)no3)C2)c1 (stereo not given) | i | 1.52 | -1.4

Molecules above that have an NH in an aromatic ring (9):
SMILES | KCNQ2 inh | Kir21 inh | STK33 kinase inh
N#C/C(=C\c1cn[nH]c1-c1ccc(Cl)cc1)C(=O)NC1CC1 | i | -0.12 | 3.5
Cc1ccc2cc(CN(CC3CCCO3)C(=O)c3cccs3)c(=O)[nH]c2c1 (stereo not given) | i | -1.98 | -0.9
O=c1c2sc3ccccc3c2[nH]c(=S)n1CCN1CCOCC1 | i | -1.26 | 0.0
CCOC(=O)NC(=O)CSc1nc2ccc([N+](=O)[O-])cc2[nH]1 | i | 0.49 | 0.5
COC(=O)c1c(C)[nH]c(C(=O)C(C)Sc2nnc(-c3cc(OC)c(OC)c(OC)c3)o2)c1C (stereo not given) | i | 0.6 | 0.2
Cc1n[nH]c(=O)nc1NCC1CCCO1 (stereo not given) | i | 0.42 | -2.1
COc1cccc(C2C3=C(CC(C)(C)CC3=O)Nc3n[nH]c(C)c32)c1 (stereo not given) | i | 0.16 | -1.1
Cc1[nH]c2ccc(S(N)(=O)=O)cc2c1C | i | 2.58 | 5.9
Cc1cccc(-n2c(-c3csc(C)c3)n[nH]c2=S)c1 | i | -0.59 | -2.8

More structures:
SMILES | KCNQ2 inh | Kir21 inh | STK33 kinase inh
COc1ccc2[nH]cc(S(=O)(=O)c3ccc(F)cc3)c(=O)c2c1 | i | -0.76 | 1.6
CN(CCC#N)C(=S)NC(=O)c1ccc(S(=O)(=O)N2CCOCC2)cc1 | i | 0.54 | -0.8
CCN(CC)c1nc(N2CCOCC2)c(C#N)c2c1CN(C)CC2 | i | -0.76 | 0.0
COc1cc(/C=C(/NC(=O)c2ccccc2)C(=O)N2CCN(C)CC2)c([N+](=O)[O-])cc1OC | i | 0.27 | -0.9
Cc1ccc2[nH]c3c(=O)n(CCc4cnc[nH]4)cnc3c2c1 | i | 0.73 | 0.6
NNC(=O)c1ccc(CN2C(=O)c3cccc4cccc2c34)cc1 | i | 0.14 | -0.5
Cc1ccc(C)c(N2CCN(CCCNC(=O)Cn3cccc3C(=O)c3ccccc3)CC2)c1 | i | -5.43* | -0.8
OCCC#Cc1ccc(CN2CCN(Cc3ccccc3)C(CCO)C2)cc1 (stereo not given) | i | -0.3 | -1.4
O=C(Nc1nc(-c2cccs2)cs1)c1cccc(S(=O)(=O)N2CCCCC2)c1 | i | 0.8 | -1.3
O=C(ONC1=NCCCCC1)c1ccc(Cl)cc1 | i | -1.27 | 0.2
COc1ccc(C(=O)NCCc2nnc3ccc(SCC(=O)Nc4cc(C)on4)nn23)cc1 | i | -1.54 | 0.2
COCCNC(=O)c1ccc(CN2CCC(Cc3ccccc3)CC2)cc1 | i | 0.63 | -0.4
O=C(Nc1ccc(NC(=O)c2cccs2)cc1)c1ccc(Br)o1 | i | 0.68 | -0.2
COc1ccccc1C(=O)N/C(=C\c1cn(S(=O)(=O)N(C)C)c2ccccc12)C(=O)N1CCCC1 | i | 0.15 | -0.8
Cc1cc(NC(=O)c2c(-c3c(Cl)cccc3Cl)noc2C)n(C)n1 | i | 1.6 | -1.2
COc1ccc(NC(=O)CN(C)C(=O)c2ccc3[nH]c4c(c3c2)CC(C)CC4)cc1 (stereo not given) | i | 0 | -0.4
Cn1c(=O)n(C)c2cc(NC(=O)COc3ccc(F)cc3F)ccc21 | i | -0.06 | -0.4
Cc1nc2ccccc2cc1OCc1ccc(Cl)cc1 | i | 1.49 | 1.3
Cc1ccc(-c2n[nH]c(=O)c3ccccc23)cc1S(=O)(=O)NCCO | i | 0.53 | -0.7
Cc1ccc(NC(=O)Nc2nnc(CSCCOc3ccc(Cl)cc3)s2)cc1 | i | 0.09 | -0.9
Cc1ccc(SCC(=O)O/N=C(\N)c2ccncc2)cc1 | i | 1.1 | -0.4
O=C(c1ccc(Br)o1)N(c1ccc(Br)cc1)C1C=CS(=O)(=O)C1 (stereo not given) | i | -2.15 | -1.7
O=C(NNc1nc2c(F)cccc2s1)c1ccccc1 | i | -0.08 | -0.4
Cc1cc(C)n(-c2nc(N(C)C)nc(N3CCOCC3)n2)n1 | i | 0.13 | -0.4
COc1ccc(S(=O)(=O)Nc2ccc(F)cc2)cc1N(C)S(=O)(=O)c1ccc(Cl)cc1 | i | -0.67 | 0.6

Other entries follow.
SMILES | KCNQ2 inh | Kir21 inh | STK33 kinase inh
CNC(=O)c1c(NC(=O)c2ccco2)sc2c1CCC2 | i | 0.05 | 2.7
C/C(=N\Nc1ccc(Cl)cc1)c1ccccn1 | i | 2.67 | -1.7
CN(C)S(=O)(=O)c1cccc(NC(=O)c2ccc(Sc3nncn3C)c([N+](=O)[O-])c2)c1 | i | -0.34 | -0.1
S=C(NCc1ccccc1)Nc1ccc2cn[nH]c2c1 | i | -1.1 | 26.0*
Cc1cccc(NC(=S)N2CCN(c3ccccc3)CC2)c1 | i | -0.04 | 1.7
CC(=O)N1CCN(C(=O)Nc2cccc(C(F)(F)F)c2)CC1 | i | -0.35 | 0.3
